Bioassay records deposited in PubChem BioAssay by University of Kansas High Throughput Screening Laboratory.
Pf apPOL block: Pf-apPOL inhibitors, biochemical, fluorescence; 210,000 compounds, 0.25% hits; Recombinant Pf-apPOL, molecular beacon fluorescence, 1.5 h; AID 1794808, 2022; inhibition, % at 10 µM; Plasmodium falciparum apicoplast DNA polymerase (apPOL)
mHTT CaM bind: mutant huntingtin-calmodulin interaction inhibitors – biochemical, AlphaScreen, primary screen; P42858; inhibition, % at 15 µM; 190,000 compounds, 3.6% hits; AlphaScreen His-mHTT/GST-CaM binding, luminescence;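 note: 0% = both proteins with DMSO and 100% = one protein alone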
* = called active by the depositor; & = joins results of further samples. Cut-off read from the data, not from the text of the source: active = inhibition above about 50%; inactive = the rest.

Results for N#Cc1c(N)nc(SCC(=O)c2ccc([N+](=O)[O-])cc2)c(C#N)c1Cc1ccccc1 ?
Pf apPOL block: -1; mHTT CaM bind: 34

How did Cc1noc(-c2ccc(=O)n(Cc3cccc(F)c3)n2)n1 do in these assays?
Pf apPOL block: -1; mHTT CaM bind: -5

Results for O=C1CSC(c2ccc(OC(F)F)cc2)N1c1ccccc1 (stereo not drawn) ?
Pf apPOL block: -1; mHTT CaM bind: -7

Results for COc1ccc(C(=O)N2CCC3(CC2)NC(=O)N(Cc2ccccc2)C3=O)cc1OC ?
Pf apPOL block: -5; mHTT CaM bind: 8

Results for COc1ccccc1C(=O)N1CCC(COc2ccc(C(=O)NC(C)C)cc2)CC1 ?
Pf apPOL block: -4; mHTT CaM bind: 1

How did Cc1ccc(C)c(S(=O)(=O)N2CCCC2c2nc(-c3cccc(Cl)c3)no2)c1 (stereo not drawn) do in these assays?
Pf apPOL block: 2; mHTT CaM bind: -53

What do the screens show for `Cc1ccc(NC(=O)CSc2nc3c(c(=O)n2C)SC(C)C3)cc1` (stereo not drawn)?
Pf apPOL block: -1; mHTT CaM bind: 11

What do the screens show for `CCOc1cc(/C=C2\NC(=O)NC2=O)cc(Cl)c1OCc1cccc(C(=O)O)c1`?
Pf apPOL block: -2; mHTT CaM bind: 4

Results for Cc1oc2ncn3nc(-c4csc5c4CCCC5)nc3c2c1C ?
Pf apPOL block: -2; mHTT CaM bind: -4

How did Clc1ccc(-c2cnc3n2CCC3)cc1Cl do in these assays?
Pf apPOL block: -5; mHTT CaM bind: 89*

What do the screens show for `O=C(CCc1nc(-c2ccccc2F)no1)Nc1cnc2ccccc2c1`?
Pf apPOL block: -8; mHTT CaM bind: -6

What do the screens show for `O=C1[C@H]2OC[C@H](O2)[C@@H]2[C@H]1[C@H]1C=Cc3ccccc3N1[C@@H]2C(=O)c1ccc(F)cc1`?
mHTT CaM bind: 91*

How did CC(C)N(C(=O)c1cccc(I)c1)C(C)C do in these assays?
Pf apPOL block: -4; mHTT CaM bind: -5

Results for COc1ccc(N2C(=O)C3CCCN3C2c2cccc(OC)c2OC)cc1 (stereo not drawn) ?
Pf apPOL block: -3; mHTT CaM bind: -3

What do the screens show for `Cc1nc(-n2cccc2)sc1C(=O)Nc1cccc(-c2cn3ccsc3n2)c1`?
Pf apPOL block: 0; mHTT CaM bind: 32

Results for Cc1ccc(CNC(=O)CCC2CCCN(C(=O)Nc3ccc(F)cc3)C2)cc1C (stereo not drawn) ?
Pf apPOL block: -1; mHTT CaM bind: 4

Results for COc1ccc(CN2CCN(C(=O)c3ccc([N+](=O)[O-])cc3)CC2)c(OC)c1OC ?
Pf apPOL block: 1; mHTT CaM bind: 6

Results for COc1ccc(Cc2nnc(C3CCN(C(=O)c4cccc(N(C)C)c4)CC3)s2)cc1 ?
Pf apPOL block: -16; mHTT CaM bind: 23

What do the screens show for `O=C(c1ccc2c(c1)N(Cc1ccccc1Cl)C(=O)CS2)N1CCC2(CC1)OCCO2`?
Pf apPOL block: 0; mHTT CaM bind: 13

How did O=C(Cn1c2ccccc2c(=O)c2ccccc21)Nc1ccc(C(F)(F)F)cc1 do in these assays?
Pf apPOL block: 2; mHTT CaM bind: -6

What do the screens show for `COC(=O)c1ccc(C(=O)OC)nc1`?
Pf apPOL block: 2

How did COc1ccc(CN2CCCC2c2cc(C(C)C)no2)c(OC)c1OC (stereo not drawn) do in these assays?
Pf apPOL block: -2; mHTT CaM bind: 9

How did Cc1ncc2c(n1)CCN(C(=O)Nc1cccc(Br)c1)C2 do in these assays?
Pf apPOL block: 0; mHTT CaM bind: -6

Results for COc1cc(CN2CCN(c3ncccn3)CC2)c([N+](=O)[O-])cc1OC ?
Pf apPOL block: -10; mHTT CaM bind: 1

Results for O=C(O)COCC(=O)N1CCC(n2cccc2)CC1 ?
Pf apPOL block: 3

Results for CC(=O)c1ccc(N2CCN(C(=O)c3c(F)cccc3F)CC2)c(F)c1 ?
Pf apPOL block: 9; mHTT CaM bind: -4

How did Cc1ccc(-c2nnc(-c3cccs3)o2)cc1 do in these assays?
Pf apPOL block: -28; mHTT CaM bind: -6

How did CCC(C)c1ccc(O)c(C=NNc2ccccc2)c1 (stereo not drawn) do in these assays?
Pf apPOL block: -6

What do the screens show for `Cc1ccnc(NC(c2ccccc2C)c2ccc3cccnc3c2O)c1` (stereo not drawn)?
Pf apPOL block: -11&3; mHTT CaM bind: 99*

What do the screens show for `O=C(NCCSC1CCCCC1)Nc1ccccc1`?
Pf apPOL block: -3; mHTT CaM bind: 2

Seven compounds out of the list, arranged by SMILES length, lowest first.
What do the screens show for `O=C(NCCSC1CCCCC1)Nc1ccccc1`?
Pf apPOL block: -3; mHTT CaM bind: 2

How did Cc1ccc(-c2nnc(-c3cccs3)o2)cc1 do in these assays?
Pf apPOL block: -28; mHTT CaM bind: -6

Results for O=C(O)COCC(=O)N1CCC(n2cccc2)CC1 ?
Pf apPOL block: 3

How did Cc1ncc2c(n1)CCN(C(=O)Nc1cccc(Br)c1)C2 do in these assays?
Pf apPOL block: 0; mHTT CaM bind: -6

What do the screens show for `Cc1ccnc(NC(c2ccccc2C)c2ccc3cccnc3c2O)c1` (stereo not drawn)?
Pf apPOL block: -11&3; mHTT CaM bind: 99*

How did COc1ccc(CN2CCCC2c2cc(C(C)C)no2)c(OC)c1OC (stereo not drawn) do in these assays?
Pf apPOL block: -2; mHTT CaM bind: 9

Results for COc1cc(CN2CCN(c3ncccn3)CC2)c([N+](=O)[O-])cc1OC ?
Pf apPOL block: -10; mHTT CaM bind: 1

The list continues.
What do the screens show for `CCC(C)NC(=O)C1(c2ccc(NC(=O)C(C)C)cc2)CCCCC1` (stereo not drawn)?
Pf apPOL block: -5; mHTT CaM bind: -12

How did c1ccc(-c2ccc(-c3cnc(-c4ccncc4)s3)cc2)cc1 do in these assays?
Pf apPOL block: -9

How did O=c1[nH]cnc2c1ncn2C1CC(O)C(CO)O1 (stereo not drawn) do in these assays?
Pf apPOL block: -8

Results for COc1cccc(-n2c(N3CCCC(C(=O)NCC4CC4)C3)nc3ccsc3c2=O)c1 (stereo not drawn) ?
Pf apPOL block: -4&-4; mHTT CaM bind: -3&-9

What do the screens show for `Cc1ccccc1C1C=C(c2cccs2)Nc2nnnn21` (stereo not drawn)?
Pf apPOL block: -8; mHTT CaM bind: -5

What do the screens show for `CC(C)(O)c1ccc(-c2ccccc2)cc1`?
Pf apPOL block: -7; mHTT CaM bind: -9

How did Cc1ccc(-n2c(SCc3ccccc3C)nc3[nH]ncc3c2=O)cc1 do in these assays?
Pf apPOL block: -10; mHTT CaM bind: 28

How did Cn1c(SCC(=O)NCC2CCCO2)ncc(C(=O)Nc2ccc(F)cc2)c1=O (stereo not drawn) do in these assays?
Pf apPOL block: -4; mHTT CaM bind: -18

Results for COc1ccc(NC(=O)C(=O)NCc2ccc(F)cc2)cc1 ?
Pf apPOL block: -6; mHTT CaM bind: -3

What do the screens show for `CC(=O)N1CCCc2cc(S(=O)(=O)N3CCN(c4ccc5nncn5n4)CC3)ccc21`?
Pf apPOL block: -2; mHTT CaM bind: 3

Results for Cc1cccc(N(CC(=O)Nc2ccc3c(c2)OCO3)S(C)(=O)=O)c1C ?
Pf apPOL block: 2; mHTT CaM bind: 21

What do the screens show for `COc1ccc(NC(=O)c2cc3n(n2)C(C(F)(F)F)CC(c2ccco2)N3)cc1OC` (stereo not drawn)?
Pf apPOL block: -5; mHTT CaM bind: 16

What do the screens show for `Cc1ccc(S(=O)(=O)NCc2ccccc2)c(C)c1C`?
Pf apPOL block: -14; mHTT CaM bind: -5

How did O=C1CSC(c2cccc([N+](=O)[O-])c2)N1c1ccc(F)c(Cl)c1 (stereo not drawn) do in these assays?
Pf apPOL block: -6; mHTT CaM bind: 9

Results for Cc1noc(-c2cccc(F)c2)c1C(=O)NCc1cc(F)cc(F)c1 ?
Pf apPOL block: 1; mHTT CaM bind: -7

Results for Cc1nc2c(C)cccc2c2c1COC2 ?
Pf apPOL block: -5

Results for O=C(Cc1ccc(Cl)cc1)NCc1cccs1 ?
Pf apPOL block: -4; mHTT CaM bind: -4

What do the screens show for `CCn1ccc(C(=O)NC2CCN(c3nnc4ccc(Cl)cn34)CC2)n1`?
Pf apPOL block: -4; mHTT CaM bind: -4

Results for O=C(NCc1ccc(F)cc1)c1cc2cc([N+](=O)[O-])ccc2oc1=O ?
Pf apPOL block: 2; mHTT CaM bind: -1

How did Fc1ccc(CN2CCN(c3ncnc4c3cnn4-c3ccccc3)CC2)cc1 do in these assays?
Pf apPOL block: 1; mHTT CaM bind: -1

What do the screens show for `O=C(NC1CCCCC1)c1ccn2c(-c3ccc(F)cc3)nnc2c1`?
Pf apPOL block: -2; mHTT CaM bind: 3

Results for O=c1c(C=Nc2ccc(Cl)cc2Cl)c(C(F)(F)F)[nH]n1-c1ccc([N+](=O)[O-])cc1 ?
Pf apPOL block: -1; mHTT CaM bind: 7

What do the screens show for `CCc1ccc(-n2c(CN3CCN(C(=O)NC4CCCC4)CC3)nc3cccnc32)cc1`?
Pf apPOL block: 2; mHTT CaM bind: 22

How did COc1ccccc1NC(=O)C1OC2OC(C)(C)OC2C2OC(C)(C)OC12 (stereo not drawn) do in these assays?
Pf apPOL block: 1; mHTT CaM bind: 1

Results for COc1ccccc1CNC(=O)C1CCN(S(=O)(=O)N(CC(C)C)CC(C)C)CC1 ?
Pf apPOL block: -17; mHTT CaM bind: -3

How did Nc1nc(-c2cc3cc(Br)cc(Br)c3oc2=O)cs1 do in these assays?
Pf apPOL block: -1; mHTT CaM bind: -7

How did CCCCSc1nnc(NC(=O)c2ccccc2)s1 do in these assays?
Pf apPOL block: -6; mHTT CaM bind: -1

How did NC(=NOC(=O)c1ccccc1)c1csc(-c2cccnc2)n1 do in these assays?
Pf apPOL block: -2

Results for Nc1c(-c2ccccc2)nc2ccccn12 ?
Pf apPOL block: 0; mHTT CaM bind: 9

What do the screens show for `CCN1C(=O)C2(c3ccccc31)N1CC3(C)CN2CC(C)(C1)C3=O` (stereo not drawn)?
Pf apPOL block: -4; mHTT CaM bind: 0

How did N#CC1=C(N)Oc2n[nH]c(-c3ccccn3)c2C1c1ccc(O)cc1 (stereo not drawn) do in these assays?
Pf apPOL block: -2; mHTT CaM bind: 80*

How did c1nc2c(c(N3CCOCC3)n1)CCC2 do in these assays?
Pf apPOL block: 2; mHTT CaM bind: 2

Results for COc1ccc(C(=O)N2CCCn3nc(-c4ccc(Cl)cc4)cc3C2)cn1 ?
Pf apPOL block: -5; mHTT CaM bind: 42

How did O=C(O)c1cc(N2C(=O)C3CC=CCC3C2=O)ccc1Cl (stereo not drawn) do in these assays?
Pf apPOL block: -4; mHTT CaM bind: -2

What do the screens show for `CCCCOC(=O)Nc1nc2ccc([N+](=O)[O-])cc2s1`?
Pf apPOL block: -1; mHTT CaM bind: -5

How did Cc1cc(O)c(C(C)C)cc1NC(=O)c1ccccc1Br do in these assays?
Pf apPOL block: -5; mHTT CaM bind: -4

How did O=C1/C(=C/c2c(Cl)ccc([N+](=O)[O-])c2Cl)Sc2ccccc21 do in these assays?
Pf apPOL block: 2; mHTT CaM bind: 67*

What do the screens show for `CC(CCc1ccco1)NC(=O)c1nnn(-c2ccccc2)c1-c1ccccn1` (stereo not drawn)?
Pf apPOL block: -5; mHTT CaM bind: -4

What do the screens show for `CNC(=O)C(C1CCCC1)N1CCN(C(=O)c2ccc(Cl)c(Cl)c2)CC1` (stereo not drawn)?
Pf apPOL block: -3; mHTT CaM bind: -1

Results for COc1ccc(OCCN)cc1 ?
Pf apPOL block: 3&0; mHTT CaM bind: 2

What do the screens show for `OCC1OC(n2cnc3c(=S)nc[nH]c32)C(O)C1O` (stereo not drawn)?
mHTT CaM bind: -4

What do the screens show for `CC1=NN(c2ccccc2)C(C2=C(C)CCCC2(C)C)C1` (stereo not drawn)?
Pf apPOL block: -2; mHTT CaM bind: -18

Results for COc1ccc(NC(=O)CN2CCC(C(=O)NCc3ccco3)CC2)c(OC)c1 ?
Pf apPOL block: -6; mHTT CaM bind: 2

What do the screens show for `O=C(Nc1ccc(S(=O)(=O)Nc2nccs2)cc1)c1csc(-c2cnccn2)n1`?
Pf apPOL block: 4; mHTT CaM bind: 9

How did O=C(NCCc1nnc2ccc(SCc3ccccn3)nn12)c1ccccc1 do in these assays?
Pf apPOL block: -2; mHTT CaM bind: -22

Results for COc1cccc(C(=O)N2CCN(C(=O)c3ccc(-c4ccccc4)cc3)CC2)c1OC ?
Pf apPOL block: 6; mHTT CaM bind: 52*

How did COc1ccc(CCC(=O)N2CCCC(C)(C(=O)NCc3ccc(F)cc3)C2)cc1 (stereo not drawn) do in these assays?
Pf apPOL block: -2; mHTT CaM bind: 3

What do the screens show for `S=c1[nH]c2c(s1)C1c3ccccc3OCC1CS2` (stereo not drawn)?
Pf apPOL block: 3; mHTT CaM bind: 50

How did CCCOc1ccc(N2CC(C(=O)Nc3cc(C)ccc3F)CC2=O)cc1 (stereo not drawn) do in these assays?
Pf apPOL block: -2; mHTT CaM bind: 2

What do the screens show for `CCN1CCN(CC(O)COc2ccc(C34CC5CC(CC(C5)C3)C4)cc2)CC1` (stereo not drawn)?
Pf apPOL block: -3; mHTT CaM bind: 50*

Results for CC(C)Cn1c(=O)c(-c2ccc(C(=O)NC(C)C)cc2)nc2ccccc21 ?
Pf apPOL block: -8; mHTT CaM bind: -1

What do the screens show for `CCNC(=O)N1CCCC(c2cccc(C(=O)NCc3ccccc3F)c2)C1` (stereo not drawn)?
Pf apPOL block: -4; mHTT CaM bind: -3

What do the screens show for `COc1cccc(NC(=O)N2CCC(N3CCN(Cc4ccc(C)cc4)C3=O)CC2)c1`?
Pf apPOL block: -2; mHTT CaM bind: 9

What do the screens show for `COc1ccc(C=CC(=O)Oc2cc(C)[nH]c(=O)c2[N+](=O)[O-])cc1OC`?
Pf apPOL block: 6; mHTT CaM bind: 91*
